Assay outcomes from PubChem BioAssay.
SENP7 block – inhibitors of human SENP7 protease | Q9BQF6 | recombinant SENP7, Z-RLRGG-aminoluciferin luminescence, 40 min | inhibition, % at 5 µM | hit rate 1.5% among 330,000;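 active = inhibition above about 50% at the single test dose, limit read from the data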;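 also: plate controls were DMSO with enzyme for no effect and no enzyme buffer wells for full effect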
Target sequence (Q9BQF6 706-1050 limits assumed): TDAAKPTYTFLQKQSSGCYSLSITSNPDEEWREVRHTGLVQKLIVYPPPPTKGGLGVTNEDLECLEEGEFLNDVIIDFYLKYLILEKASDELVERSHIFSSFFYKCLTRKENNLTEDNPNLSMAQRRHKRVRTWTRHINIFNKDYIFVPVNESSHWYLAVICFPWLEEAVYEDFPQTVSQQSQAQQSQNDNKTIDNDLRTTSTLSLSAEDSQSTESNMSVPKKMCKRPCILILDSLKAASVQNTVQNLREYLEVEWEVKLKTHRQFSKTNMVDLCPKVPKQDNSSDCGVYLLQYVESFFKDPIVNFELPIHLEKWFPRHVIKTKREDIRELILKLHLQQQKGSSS
SENP8 block-1 – SENP8 protease inhibition. Q96LD8. purified SENP8, Z-RLRGG-aminoluciferin cleavage, luminescence. inhibition, % at 10 µM. hit rate 1.2% among 330,000. AID 2540; in the data active = inhibition above about 50%
SENP8 block-2 – inhibitors of human SENP8 protease. inhibition, % at 20 µM. hit rate 0.64% among 360,000. Q96LD8. recombinant SENP8, Nedd8 substrate fluorescence. AID 602440; in the data active = inhibition mostly above about 40%, no sharp cut-off; inactive = mostly below about 27%
SENP1 FRET inh – SENP1 (human) catalytic domain inhibition; inhibition, % at 10 µM; hit rate 0.21% among 360,000; AID 624204; recombinant SENP1 catalytic domain, CyPet-SUMO1-YPet FRET cleavage;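 active = inhibition at least 30% at 10 µM, raw YFP signal under a set limit, fluorescence ratio 0.5 to 1.5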;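 also: 0% = enzyme with DMSO and 100% = no enzyme wells; some results filed as inactive read as strong as hits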
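Test system: hSENP1 catalytic domain, recombinant; Amount: 20 pM final SENP1 enzyme; Medium: Tris pH 8 buffer plus EDTA, NaCl, BME, BSA, NP40, catalase; Schedule: 50 min enzyme reaction, room temperature, light-protected; Technique: FRET fluorescence in CFP and YFP emission channels; Controls: no-enzyme wells low, DMSO-plus-enzyme wells high control.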
Apaf-1 inh – human Apaf-1 inhibition; O14727; hit rate 0.71% among 330,000; inhibition, % at 20 µM; reconstituted apoptosome caspase-3 activity, DEVD-Rh110 fluorescence; active = inhibition of at least 40% at 20 µM;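 also: plate controls were DMSO wells for no effect and DEVD-CHO caspase inhibitor wells for full effect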
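System: Apoptosome proteins | Medium: Hepes pH 7.5 with detergent and BSA | Also added: Cytochrome c trigger plus (Z-DEVD)2-Rh110 caspase-3 substrate | Incubation: 30 min compound preincubation, 50 min activation, room temperature | Detection: Rhodamine 110 fluorescence at Ex 480/Em 540 nm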
HKDC1 inh – HKDC1 (human) hexokinase inhibition; AID 493160; inhibition, % at 20 µM; recombinant HKDC1, G6PDH/diaphorase resazurin coupled fluorescence; Q2TB90; hit rate 0.16% among 340,000;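 active = inhibition above about 35% when tested at 20 µM, limit read from the data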;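 also: plate controls were DMSO wells with enzyme for no effect and DMSO wells lacking enzyme for full effect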
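Test system: Recombinant HKDC1 (HK5) hexokinase enzyme, produced in-house | Input: HKDC1 at 5 µg/mL | Buffer or medium: Tris pH 8.0 buffer with MgCl2, Tween-20, BSA, BME | Schedule: 90 min reaction incubation at room temperature, dark | Technique: Resazurin-to-resorufin fluorescence via G6PDH and diaphorase coupling, 525/613 nm | Controls: DMSO wells with and without enzyme mix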
PfGluPho inh – PfG6PD (Plasmodium falciparum) enzyme inhibition; inhibition, % at 20 µM; hit rate 0.78% among 350,000; PfGluPho enzyme, NADPH resazurin-diaphorase fluorescence; AID 504690;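 active = inhibition reaching at least a set limit at 20 µM in the primary screen, cut at about 59% in these data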;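 also: 0% = DMSO wells with substrate and 100% = DMSO wells lacking glucose-6-phosphate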
SENP6 block – blocks the human protease SENP6; Recombinant SENP6 catalytic domain, aminoluciferin luminescence; inhibition, % at 10 µM; hit rate 1.8% among 330,000; AID 2599;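 active = inhibition above about 50% at the single tested dose, limit read from the data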;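 also: plate controls were DMSO wells with enzyme for no effect and DMSO wells lacking enzyme for full effect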
Target sequence (Q9GZR1 628-1112 limits assumed): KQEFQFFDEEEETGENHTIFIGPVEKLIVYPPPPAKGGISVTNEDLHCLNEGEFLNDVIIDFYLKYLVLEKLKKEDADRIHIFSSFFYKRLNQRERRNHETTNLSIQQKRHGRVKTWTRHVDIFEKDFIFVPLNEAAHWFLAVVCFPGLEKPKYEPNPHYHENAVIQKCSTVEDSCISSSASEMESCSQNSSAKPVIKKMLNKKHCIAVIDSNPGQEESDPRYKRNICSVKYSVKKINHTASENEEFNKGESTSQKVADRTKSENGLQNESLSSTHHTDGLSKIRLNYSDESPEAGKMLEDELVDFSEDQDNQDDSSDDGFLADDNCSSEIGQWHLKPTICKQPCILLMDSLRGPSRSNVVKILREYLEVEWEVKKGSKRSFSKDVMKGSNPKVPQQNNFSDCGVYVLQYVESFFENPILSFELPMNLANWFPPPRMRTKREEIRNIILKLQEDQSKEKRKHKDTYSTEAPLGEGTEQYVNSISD
NLRP3 yeast inh – blocks the NALP3 inflammasome reconstituted in yeast; hit rate 0.39% among 330,000; inhibition, % at 10 µM; Yeast reconstituted NLRP3/ASC/caspase-1, beta-gal luminescence, 24 h; AID 2825;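 active = inhibition of 50% or more; inactive = inhibition below 50%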;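 also: plate controls were induced DMSO wells for no effect and uninduced yeast grown without galactose for full effect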
* = called active by the depositor; / = not tested or not shown; & = joins results of further samples; ! = not confirmed by another sample.

Order of results – SENP7 block	SENP8 block-1	SENP8 block-2	SENP1 FRET inh	Apaf-1 inh	HKDC1 inh	PfGluPho inh	SENP6 block	NLRP3 yeast inh
#1 COC(C[C@H]1O[C@H]1[C@@H](O)[C@@H](C)OCc1ccccc1)OC
→ 1	-3	11	1	5	-6	-1	-3	-10
#2 Cc1nc(NS(=O)(=O)c2ccccc2)sc1C(=O)NN
→ 5	-4	-24	-18	7	-3	-14	1	5
#3 CC(C)(C)OC(=O)N(Cc1ccccc1)Cc1cccc(OCc2cccc(NC(=O)c3ccccc3)c2)c1
→ /	/	6	3	/	-1	21	/	/
#4 Fc1cccc(Nc2ncnc3sc4c(c23)CCC4)c1
→ -3	-7	-6	0	9	8	4	-5	14
#5 Cc1cc(NS(=O)(=O)c2ccc(NC(=O)NC3CCCCC3)cc2)no1
→ 3	-3	12	-6	6	1	-7	26	-1
#6 O=C(O)c1ccc(Cn2c(SCc3cc(=O)n4cc(Br)ccc4n3)nc3ccsc3c2=O)cc1
→ 0	-6	/	/	5	/	/	-6	4
#7 CCn1nnc(NC(=O)c2c(OC)cccc2OC)n1
→ -7	-10	9	-1	10	-3	10	-3	-6
#8 O=C(COC(=O)/C=C/c1ccccc1)NNC(=O)c1ccccc1F
→ -4	-1	0	2	1	-5	-4	-2	-11
#9 O=C1CSC(c2cn(-c3ccccc3)nc2-c2cc3ccccc3oc2=O)N1Cc1cccnc1 (stereo not drawn)
→ -7	-10	-258	-4	20	3	27	1	18
#10 Cc1cc(C)n(CCCNC(=O)Cn2nnnc2CN2C[C@@H](C)O[C@@H](C)C2)n1
→ -3	4	15	1	0	-2	-1	0	14
#11 COc1ccc(N=C2NC(=O)/C(=C\C=C\c3ccco3)S2)cc1
→ 6	11	-6	-3	22	0	18	5	8
#12 O=C(OCC(=O)N1CCCc2ccccc21)c1ccc(Br)o1
→ -4	-9	6	2	4	-5	1	-1	0
#13 CCC(/C=C1\Oc2ccc(OC)cc2N1C)=C\c1sc2ccccc2[n+]1CCCS(=O)(=O)[O-]
→ /	/	4	-11	/	-16	-22	/	/
#14 CN(C(=O)COC(=O)/C=C/c1ccc2ccccc2n1)c1c(N)n(Cc2ccccc2)c(=O)[nH]c1=O
→ 6	1	-8	-4	-2	4	1	-5	7
#15 Cc1ccc(S(=O)(=O)Nc2cc(C)c(O)cc2C)cc1
→ 4	8	9	0	13	10	0	3	10
#16 Cn1c(=O)c(S(=O)C2CCCCC2)c(O)c2ccccc21 (stereo not drawn)
→ 0	2	12	-1	-15	1	-2	-14	6
#17 Cn1nc(C(F)(F)F)c(-c2cccc(C(F)(F)F)c2)c1NC(=O)c1ccco1
→ 4	-4	18	-1	7	1	21	-10	13
#18 Cc1cccc(NC(=O)CN(C)C(=O)c2ccc3ccccc3n2)c1C
→ -7	-3	4	2	3	-5	-14	-9	9
#19 COc1ccc2c(c1)OC1(C)CC2C(C(=O)c2ccccc2OC)C(=O)N1 (stereo not drawn)
→ -3	-5	3	2	13	-7	9	-3	12
#20 CCOCCOC(=O)c1ccc(-n2cncn2)nc1
→ 10	6	27	2	2	-5	-20	-10	-3
#21 CCOC(=O)C(=O)/C(C#N)=C/Nc1ccc(F)cc1
→ 2	-10	4	7	-4	3	-12	-20	7
#22 Cc1ccc(S(=O)(=O)NC2=C(N3CCN(c4ccccc4F)CC3)C(=O)c3ccccc3C2=O)cc1
→ 27	0	46*!	-5&12	76*	13&15	11&5	26	4
#23 CCOC(=O)CCNCc1ccc(F)cc1
→ -8	-4	14	1	3	-5	3	-12	7
#24 COc1ccc(S(=O)(=O)Nc2cccc3c2O[C@H](CN(C)C(=O)Nc2c(C)noc2C)[C@@H](C)CN([C@H](C)CO)C3=O)cc1
→ 12	3	6	2	-3	-5	0	-2	3
#25 O=C(O)c1ccnc(Cl)c1
→ 0	-6	10	3	1	9	4	-2	10
#26 Cc1c(NC(=O)CSc2nc(-c3ccco3)cc(C(F)(F)F)n2)c(=O)n(-c2ccccc2)n1C
→ -2	4	21	-3	2	-8	-19	14	7
#27 CC(=O)Nc1ccc(NC(=O)CSc2nnc(-c3cccs3)n2N)cc1
→ -8	5	5	5	-8	-3	-13	5	12
#28 COc1cccc(OCC(O)CNC(=O)c2oc3ccc(C)cc3c2C)c1 (stereo not drawn)
→ 3	4	9	1	11	0	18	-7	26
#29 Cc1nc2ccc(NC(=O)Cc3ccsc3)cc2s1
→ 0	-9	18	0	-1	-2	-10	-4	19
#30 CCN(CC)CCCNC1=C(Cl)C(=O)c2ccccc2C1=O
→ 11	22	47*	-1	50*	1	-69	75*	12

SENP6 block, what is marked active above.
| nr | Compound | SENP7 block | SENP1 FRET inh | HKDC1 inh | PfGluPho inh | SENP6 block | NLRP3 yeast inh |
| --- | --- | --- | --- | --- | --- | --- | --- |
| 30 | CCN(CC)CCCNC1=C(Cl)C(=O)c2ccccc2C1=O | 11 | -1 | 1 | -69 | 75* | 12 |

Remaining list, next part.
Order of results – SENP7 block	SENP8 block-1	SENP8 block-2	SENP1 FRET inh	Apaf-1 inh	HKDC1 inh	PfGluPho inh	SENP6 block	NLRP3 yeast inh
#31 CCN(CC(=O)Nc1cc(Cl)ccc1Cl)C(=O)c1ccc(-n2cccn2)cc1
→ 7	7	-10	-6	-4	0	-1	21	27
#32 CC1CC1C(=O)OCC(=O)Nc1cccc(F)c1 (stereo not drawn)
→ 7	0	1	3	-5	2	-10	12	4
#33 Cc1c(NC(C)c2cc(Cl)ccc2O)c(=O)n(-c2ccccc2)n1C (stereo not drawn)
→ 7	-1	14	0	1	0	-2	11	-2
#34 OC1CCN(Cc2ccc(OCc3ccccc3)cc2)CC1
→ -2	-1	6	0	-11	-6	10	-5	13
#35 Cc1ccc(C)c(NC(=O)CCC(=O)NN=C2CCCC2)c1
→ -5	1	-1	1	-2	-6	-6	3	6
#36 COc1ccc(CC(=O)Nc2ccc(C(=O)O)cc2NC(=O)Cc2ccc(OC)cc2)cc1
→ 0	-1	13	2	-1	-2	-28	-28	19
#37 CCN(CC)c1ccc(NC(=O)COC(=O)CCC(=O)c2ccc(F)cc2)cc1
→ 7	8	20	6	17	7	6	-4	15
#38 Cc1nc2c(C(=O)NCCc3ccccc3Cl)c[nH]n2c(=O)c1Cl
→ -1	32	-43	1	18	16	-9	48	7
#39 COc1cc([N+](=O)[O-])ccc1NC(=O)C[n+]1ccccc1C
→ -2	6	18	2	4	-4	0	-4	12
#40 CC(=O)Nc1ccc(S(=O)(=O)Nc2nc3ccccc3nc2Cl)cc1
→ -2	6	-127	-9	-7	7	-23	7	14
#41 CCN(CC)C(=O)n1nc(C)c(CN2C(=O)c3ccccc3C2=O)c1C
→ 6	7	29	-2	5	-2	21	-6	-4
#42 Cc1nnc(NC(=O)C(C)Sc2nnc(-c3ccco3)n2C)s1 (stereo not drawn)
→ 0	-6	4	0	3	-6	-10	-19	13
#43 C=CCNC(=O)c1c(-c2c(F)cccc2Cl)noc1C
→ -12	-4	-1	0	14	7	-14	2	-2

Sorted by the number under SENP7 block (falling): 3 of the compounds above.
cpd | molecule | SENP7 block | SENP1 FRET inh | HKDC1 inh | PfGluPho inh | SENP6 block | NLRP3 yeast inh
36 | COc1ccc(CC(=O)Nc2ccc(C(=O)O)cc2NC(=O)Cc2ccc(OC)cc2)cc1 | 0 | 2 | -2 | -28 | -28 | 19
35 | Cc1ccc(C)c(NC(=O)CCC(=O)NN=C2CCCC2)c1 | -5 | 1 | -6 | -6 | 3 | 6
43 | C=CCNC(=O)c1c(-c2c(F)cccc2Cl)noc1C | -12 | 0 | 7 | -14 | 2 | -2

Sorted by length of the SMILES (rising): some entries from above.
Order of results – SENP7 block	SENP8 block-1	SENP8 block-2	SENP1 FRET inh	Apaf-1 inh	HKDC1 inh	PfGluPho inh	SENP6 block	NLRP3 yeast inh
#37 CCN(CC)c1ccc(NC(=O)COC(=O)CCC(=O)c2ccc(F)cc2)cc1
→ 7	8	20	6	17	7	6	-4	15
#31 CCN(CC(=O)Nc1cc(Cl)ccc1Cl)C(=O)c1ccc(-n2cccn2)cc1
→ 7	7	-10	-6	-4	0	-1	21	27
#36 COc1ccc(CC(=O)Nc2ccc(C(=O)O)cc2NC(=O)Cc2ccc(OC)cc2)cc1
→ 0	-1	13	2	-1	-2	-28	-28	19

Quoted from the listing.
Result of CCOCCOC(=O)c1ccc(-n2cncn2)nc1 in SENP1 FRET inh: 2
Result of Cc1nc2ccc(NC(=O)Cc3ccsc3)cc2s1 in PfGluPho inh: -10
